# High-throughput results as filed in PubChem.
# eIF2B yeast act = modulators of yeast eIF2B activity. S. cerevisiae eIF2B-epsilon R284H, GCN4-lacZ luminescence. inhibition, % at 25 µM (by protocol). 27,000 compounds, 0.91% hits. AID 688;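 active means mutant luminescence inhibited past about 50% while wild type luminescence and mutant growth stay under set limits, limit read from the data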; further: some compounds called inactive have numbers as strong as hits
#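 System: Yeast eIF2B-epsilon R284H mutant carrying GCN4–beta-galactosidase fusion | Read-out basis: Percent inhibition, luminescence and growth | Compound: 25 µM single dose | Times: 16 h at 30 °C exposure | Measured by: Luminescence and A595 | Buffer or medium: YPD medium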
# Yeast tox = Inhibits yeast growth, turbidity readout; S. cerevisiae wild-type growth, A595 turbidity, 16 h; growth inhibition, % at 25 µM (by protocol); 30,000 compounds, 0.3% hits; AID 685;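 active means mutant and wild-type yeast strains alike exhibit over 30% growth inhibition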;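 further: 0% = untreated cell controls and 100% = YPD media blanks without cells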
#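 system = S. cerevisiae wild-type or eIF2Bepsilon-R284H mutant strain | buffer or medium = YPD medium | dosing = one dose, 25 µM compound, 0.2% DMSO | schedule = 16 h at 30 °C | measured by = A595 turbidity | evaluation = growth inhibition (%) versus cell controls and blanks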
# Yeast tox inhibition % = also measured in Yeast tox; calls as there; growth inhibition, %; S. cerevisiae eIF2Bepsilon-R284H mutant growth, A595 turbidity, 16 h;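 each compound tested once at 25 µM; 0% equals untreated cells and 100% equals cell-free medium blanks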
# eIF2B yeast act mutant toxicity = second read-out of eIF2B yeast act, no call of its own (marks repeat the call); growth inhibition, %; measured here: mutant yeast growth, toxicity;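 each compound tested once at 25 µM; zero equals untreated control growth and 100 equals blank medium absorbance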
# An asterisk follows results filed as active; · = no result given. Some of the compounds tested (hit frequency here may not be typical).
# Letters: A = eIF2B yeast act; B = eIF2B yeast act mutant toxicity; C = Yeast tox; D = Yeast tox inhibition %
CC1CC(C)(C)N(C(=O)CN2C(=O)c3ccccc3C2=O)c2ccccc21 (stereo unspecified)
  A = 41	B = -17	C = -29	D = -17

CCCN(CCC)C(=O)c1cc(-c2ccc3c(c2)OCO3)nc2ccccc12
  A = -20	B = ·	C = 2	D = 0

NCCc1nnc(SCc2ccc(F)cc2)o1
  A = -15	B = 21	C = 16	D = 21

CN(C)c1nc(N)nc(CSc2nnnn2-c2cccc3ccccc23)n1
  A = -2	B = -5	C = -12	D = -5

O=S(=O)(Nc1cnc2ccccc2c1)N1CCCCCC1
  A = 10	B = -4	C = -5	D = -4

CC(C)Oc1ccc(CNCCC2(C(C)C)CCOC(C)(C)C2)cc1 (stereo unspecified)
  A = 26	B = 10	C = -26	D = 10

COc1ccc(C(=O)n2nc(-c3ccco3)nc2N)cc1
  A = -27	B = 12	C = 8	D = 12

Nc1nc(C2CC(=O)OC23CCCCC3)cs1 (stereo unspecified)
  A = 49	B = -9	C = -14	D = -9

CCCCCCNc1c(C(=O)OCC)c(=O)[nH]c2ccccc12
  A = 32	B = -14	C = -3	D = -14

COc1cc(NS(=O)(=O)c2ccc(OC)c(OC)c2)cc(OC)c1
  A = 15	B = ·	C = -4	D = 0

CN(Cc1ccccc1)c1nc2c(c(=O)[nH]c(=O)n2C)n1CCCc1ccccc1
  A = 21	B = ·	C = ·	D = ·

Cc1c(NC(=S)/C=C2\N(C)c3ccccc3C2(C)C)c(=O)n(-c2ccccc2)n1C
  A = 9	B = -25	C = 1	D = -25

COCC(=O)Nc1cc(OC)ccc1OC
  A = -4	B = 12	C = 17	D = 12

CN(C)CCNC(=O)c1ccc(COCC(F)(F)F)cc1
  A = -6	B = 14	C = -1	D = 14

Cc1cccc(C)c1-n1c(C)cc(/C=N\Nc2ccc([N+](=O)[O-])cn2)c1C
  A = 23	B = 17	C = 11	D = 17

O=C1c2cccnc2C(O)N1Cc1ccccc1 (stereo unspecified)
  A = 12	B = -3	C = -1	D = -3

CCOC(=O)c1cc(OC(=O)c2ccccc2)n(-c2ccccc2)n1
  A = 21	B = 19	C = 9	D = 19

O=C(C1=C(O)C(=O)N(CCN2CCOCC2)C1c1ccccn1)c1cccs1 (stereo unspecified)
  A = 17	B = 7	C = 11	D = 7

O=C(C1CCN(S(=O)(=O)c2cccs2)CC1)N1CCN(c2ccccc2)CC1
  A = -3	B = 8	C = 6	D = 8

O=C(O)CC1=C(O)C(=O)N(c2ccccc2)C1c1ccc(Br)cc1 (stereo unspecified)
  A = 11	B = -29	C = -16	D = -29

CNc1nnc(CSc2nc3ccccc3s2)s1
  A = ·	B = ·	C = 13	D = -3

CC(C)C(CC(=O)NCc1ccco1)c1ccco1 (stereo unspecified)
  A = 21	B = 7	C = 1	D = 7

Cc1cccc(Cc2cnc(NC(=O)c3ccc(C)o3)s2)c1
  A = 21	B = 6	C = 25	D = 6

O=C(CCc1ccccc1)Nc1cccc(-c2nnc(-c3ccco3)o2)c1
  A = 19	B = -46	C = -40	D = -46

c1ccc(CN2CCN(C3=Nc4cccc5cccc3c45)CC2)cc1
  A = 22	B = 15	C = -4	D = 15

# Reprinted from the part before: 4 entries, followed by the next part.
# Letters: A = eIF2B yeast act; B = eIF2B yeast act mutant toxicity; C = Yeast tox; D = Yeast tox inhibition %
CC(C)C(CC(=O)NCc1ccco1)c1ccco1 (stereo unspecified)
  A = 21	B = 7	C = 1	D = 7

Cc1cccc(Cc2cnc(NC(=O)c3ccc(C)o3)s2)c1
  A = 21	B = 6	C = 25	D = 6

O=C(CCc1ccccc1)Nc1cccc(-c2nnc(-c3ccco3)o2)c1
  A = 19	B = -46	C = -40	D = -46

c1ccc(CN2CCN(C3=Nc4cccc5cccc3c45)CC2)cc1
  A = 22	B = 15	C = -4	D = 15

O=C1N[C@@H](Cc2ccccc2)C(=O)N1CCN1CCOCC1
  A = 19	B = 5	C = -1	D = 5

O=C(NC1CCCC1)c1sc(=S)n2c1[nH]c(=O)c1ccccc12
  A = 32	B = ·	C = 18	D = 0

C=CCNc1sc(C(=O)C2CC2)c(N)c1C#N
  A = 3	B = 10	C = 5	D = 10

COc1ccc2c3c(c(=O)oc2c1OCC(=O)C(C)(C)C)CCCC3
  A = -6	B = ·	C = -2	D = 0

CN1CCN(C(=O)C2CCN(S(=O)(=O)c3cnc[nH]3)CC2)CC1
  A = -21	B = 4	C = 11	D = 4

CCCc1[nH]c(=O)c(C#N)c2c1CCCC2
  A = -14	B = -30	C = -11	D = -30

Cc1cccc2c1CC(C)(C)N=C2C1=C(O)CC(C)(C)CC1=O
  A = -10	B = 20	C = -3	D = 20

CCOC(=O)Cn1c(=O)c(-c2ccccc2NC)nc2ccccc21
  A = ·	B = ·	C = 3	D = 5

O=C(NC1CCCCC1)C(c1ccc(F)cc1)N(Cc1ccco1)C(=O)Cn1nnc2ccccc21 (stereo unspecified)
  A = 12	B = 17	C = -1	D = 17

CCC1S/C(=N/C(=O)NC2CCCCC2)NC1=O (stereo unspecified)
  A = 17	B = 21	C = 1	D = 21

CCOC(=O)COc1ccc(Oc2nc(C)cc(OC)n2)nn1
  A = 12	B = -15	C = 2	D = -15

CC(=O)C1C(c2ccncc2)NC(=O)NC1(O)C(F)(F)F (stereo unspecified)
  A = -27	B = 12	C = -5	D = 12

CON(C)c1nc(Oc2ccc(=O)[nH]n2)nc(N(C)C)n1
  A = -10	B = -11	C = 1	D = -11

Cc1ccccc1-n1nnnc1Sc1nnnn1-c1ccccc1
  A = ·	B = ·	C = 2	D = 13

COC(=O)c1ccc(-c2ccc(CNCC(O)c3ccccc3)o2)cc1 (stereo unspecified)
  A = 18	B = -14	C = -6	D = -14

Cc1ccc2c(c1)C(O)(CC(=O)c1cccnc1)C(=O)N2 (stereo unspecified)
  A = 15	B = 4	C = 0	D = 4

CCOc1ccc(CNC23CN4CN(CN(C4)C2)C3)cc1
  A = 28	B = ·	C = ·	D = ·

CCC(C)c1ccc(S(=O)(=O)N2CCN(C(=O)COc3ccc4c(C)cc(=O)oc4c3)CC2)cc1 (stereo unspecified)
  A = ·	B = ·	C = -37	D = -3

O=C(COc1ccc(Br)cc1)NCc1ccccn1
  A = 21	B = 15	C = 9	D = 15

CCOC(=O)c1c(C=O)c(C)n(Cc2ccccc2Cl)c1C
  A = 27	B = -43	C = 2	D = -43

Cc1ccc(NC(=S)NCC2CCCO2)cc1 (stereo unspecified)
  A = 7	B = 11	C = 23	D = 11

Cc1ccc2c(c1)CCCN2C(=O)c1ccco1
  A = ·	B = ·	C = 20	D = 9

Cc1ccc(C(=O)n2c(=S)nc3ccccn32)cc1
  A = ·	B = ·	C = 6	D = 8

O=C(Nc1ccc(Cl)cc1)Nc1ccc2c(c1)N1CCN=C1S2
  A = 25	B = 8	C = 18	D = 8

Cc1cc(C)c(S(=O)(=O)O)c(C)n1
  A = 17	B = 28	C = 18	D = 28

CCCC(=O)Nc1c(O)c2ccccc2[nH]c1=O
  A = 14	B = ·	C = -3	D = 0

O=C1c2ccccc2C(O)(Cc2ccccc2)N1CCCN1CCOCC1 (stereo unspecified)
  A = 18	B = 7	C = 17	D = 7

O=S(=O)(Nc1nc2ccccc2nc1N1CCN(c2ccccc2F)CC1)c1ccc(Cl)cc1
  A = 13	B = 8	C = -11	D = 8

Cc1c(C(=O)N2CCCCC2)nnn1-c1nonc1N
  A = 19	B = 14	C = 0	D = 14

CCCCc1c(O)nc(SCC(=O)NC(C)(C)C)n(-c2ccccc2C)c1=O
  A = -13	B = 5	C = -25	D = 5

Cc1noc(C)c1C(=O)N1CCCc2ccccc21
  A = 17	B = -5	C = -16	D = -5

COc1ccc(-c2nc(C#N)c(NCc3cccnc3)o2)cc1OC
  A = -19	B = 5	C = -18	D = 5

CCOc1cccc(-c2nc3cc(C)ccc3o2)c1
  A = 21	B = 9	C = 5	D = 9

Cc1cc(SCC(=O)OCC(=O)N2CCN(C(=O)c3ccco3)CC2)c(C)cc1Br
  A = 12	B = -6	C = 1	D = -6

COc1ccc(N2CCN(CCNC(=O)C3CCN(S(=O)(=O)c4cccs4)CC3)CC2)cc1
  A = 2	B = 3	C = -10	D = 3

COc1ccc(C2=Nn3c(nnc3-c3ccco3)SC2)cc1OC
  A = -37	B = ·	C = -44	D = 0

CCCCc1nc2ccccc2c(C(=O)O)c1C
  A = 25	B = 23	C = 7	D = 23

c1ccc(-c2nnc(-c3ccncc3)o2)cc1
  A = 20	B = 15	C = 13	D = 15

CCC(C)NC(=O)c1cnn2c(C)c3c(nc12)CCCC3 (stereo unspecified)
  A = 18	B = 24	C = 19	D = 24

CCN1CCN(C(c2nnnn2Cc2ccc3c(c2)OCO3)C(C)C)CC1 (stereo unspecified)
  A = ·	B = ·	C = -5	D = 16

COCCNC(=O)Cn1c(=O)n(Cc2ccco2)c(=O)c2ccccc21
  A = ·	B = ·	C = 1	D = 12

CC1=C(C(=O)Nc2ccccc2)C2(CCCCC2)C(C#N)=C(SCC(N)=O)N1
  A = 25	B = ·	C = 17	D = 0

CNC(=O)c1cc(C)c(-c2ccccc2)s1
  A = 24	B = 9	C = 7	D = 9

COC(=O)c1c(F)c(F)c(NCCO)c(F)c1F
  A = -10	B = 25	C = 26	D = 25

CN=c1scc(C)n1/N=C/c1ccc2c(c1)OCO2
  A = 43	B = 14	C = 24	D = 14

O=P(O)(CCc1ccccn1)CN1CCOCC1
  A = 8	B = 3	C = 8	D = 3

Cn1cccc1-c1nc2ccc(NC(=O)c3ccc([N+](=O)[O-])cc3)cc2[nH]1
  A = 24	B = 8	C = 6	D = 8

Cc1cc(OCC(=O)NC(C)C)cc(C)c1Cl
  A = 22	B = 29	C = -4	D = 29

Cn1c(C(=O)OC(C(=O)NC2CCCCC2)c2ccncc2)cc2sccc21 (stereo unspecified)
  A = 19	B = -22	C = -15	D = -22

CC1N=C2c3ccccc3N=C(SCc3cc(=O)n4ccccc4n3)N2C1=O (stereo unspecified)
  A = 16	B = 19	C = 3	D = 19

# Next part
# Letters: A = eIF2B yeast act; B = eIF2B yeast act mutant toxicity; C = Yeast tox; D = Yeast tox inhibition %
Cc1ccc(C(O)CN2C3=NCCN3c3ccccc32)cc1 (stereo unspecified)
  A = 2	B = -10	C = 2	D = -10

CCOC(=O)C1=C(C)NC2=C(C(=O)CCC2)C1c1coc2ccccc2c1=O (stereo unspecified)
  A = ·	B = ·	C = 14	D = 14

CN1C(=O)NC(c2cccc(O)c2)C(C(=O)c2cccs2)C1(O)C(F)(F)F (stereo unspecified)
  A = 14	B = -9	C = -21	D = -9

Cn1c(NCc2ccccc2)nc2c1c(=O)n(Cc1ccc(Br)cc1)c(=O)n2C
  A = 38	B = -7	C = -9	D = -7

O=C(Nc1nncs1)C1COc2ccccc2O1 (stereo unspecified)
  A = 27	B = 12	C = -4	D = 12

O=C(OCCN1CCOCC1)c1cccnc1
  A = ·	B = ·	C = 0	D = 4

C=CCn1c(CCNC(=O)c2ccccc2F)nnc1SCC(=O)Nc1nc2ccccc2s1
  A = ·	B = ·	C = 16	D = 20

CC(=O)N=c1sc2c3ccccc3ccc2n1C
  A = 28	B = -2	C = -12	D = -2

CCN(CC(=O)Nc1ccc2c(c1)OCCO2)CC(=O)Nc1cc(C)on1
  A = -21	B = -13	C = 0	D = -13

Cn1nnnc1SCc1nc2ccccc2[nH]1
  A = -17	B = 9	C = 4	D = 9

O=C(CSc1nc(-c2ccccc2)cs1)NCc1ccco1
  A = 31	B = 6	C = 9	D = 6

Cc1ccc(S(=O)(=O)Nc2cc(NC(=O)CN3CCOCC3)ccc2Cl)cc1
  A = ·	B = ·	C = 10	D = -3

COc1ccc(-c2cn3nc4c(nc3n2)CCCC4)cc1
  A = ·	B = ·	C = 10	D = 5

O=C(Nc1cc(Cl)c(O)c(Cl)c1)C1CCCO1 (stereo unspecified)
  A = 18	B = 15	C = 15	D = 15

Cc1cccc(-n2c(C)nc3c(cnn3-c3ccc(F)cc3)c2=O)c1
  A = 26	B = 10	C = 3	D = 10

COc1ccc(CN2CCCCC2c2cccnc2)c(OC)c1C (stereo unspecified)
  A = -12	B = 16	C = 5	D = 16

Cc1cc(C)c(C2C(C#N)=C(N)Oc3n[nH]c(C)c32)cc1CN1CCOCC1 (stereo unspecified)
  A = -24	B = 10	C = 21	D = 10

COc1ccccc1NC(=O)c1ccccc1-c1nc(-c2ccccc2OC)no1
  A = 16	B = -5	C = 14	D = -5

Cc1[nH]c(-c2ccco2)nc1C(=O)O
  A = 24	B = 5	C = 8	D = 5

COc1cccc(OCCCCCN2CCOCC2)c1
  A = 18	B = 9	C = -3	D = 9

Cc1cc(C)c2nc(NC(=O)c3cc(C)on3)sc2c1
  A = ·	B = ·	C = 11	D = 13

CCCCn1c(-c2ccccc2)nc2c(=O)n(C)c(=O)[nH]c21
  A = 28	B = ·	C = 6	D = 0

COc1ccccc1NC(=O)C1=C(C)Nc2nc(CCCO)nn2C1c1cccnc1 (stereo unspecified)
  A = 14	B = ·	C = ·	D = ·
